LDHA block: blocks human lactate dehydrogenase A; purified LDHA, NADH/diaphorase-resazurin fluorescence; active compounds read low; activity change, % (values are at about 110 or 230 µM); 0.15% of 480,000 active; in the data active means activity change below about -30%; inconclusive means mostly about -25% to -30%;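 further: plate controls were DMSO wells for no effect and wells without enzyme for full effect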
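Enzyme activity of human lactate dehydrogenase 5 (2 nM; 0.06 mM NADH, 0.2 mM pyruvate, 5 min, RT) is measured via a resazurin/diaphorase fluorescence readout of residual NADH.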
Vif-A3F inh: Vif-A3F binding inhibition. HeLa A3F-eYFP + Vif (tagged APOBEC3F with the HIV-1 protein that degrades it), YFP fluorescence increase. Potency, µM (doses to about 46.1 µM), inactives show at the top dose activity, negative = active. 0.2% of 390,000 active. AID 602313; further: potency means the concentration at half of the fitted maximal effect; % of control where 0% means no effect; nearly all actives have a fitted effect of over 65% in size
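HeLa cells stably expressing A3F-eYFP plus Vif, plated and incubated overnight at 37 deg C, then exposed to compounds overnight at 37 deg C. Blocked degradation read as raised yellow fluorescence (Ex 488/Em 500-530).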
D2 agonist: agonists of human D2 dopamine receptor; P14416; HEK293 T-REx D2 cells, calcium flux agonist mode; activation, % at 2 µM; 0.53% of 340,000 active; AID 485358;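 active means activation over 3 SD above normal in the single-dose calcium agonist read, cut at about 30% in these data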; further: 0% is about no effect
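Agonism is scored from calcium flux in a force-coupled, inducible HEK293 cell line expressing D2, read kinetically for 180 s after compound addition against dopamine controls.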
D2 antag: antagonists of human D2 dopamine receptor. P14416. AID 485344. inhibition, % at 10 µM. 2% of 340,000 active. HEK293 TREx D2 cells, calcium flux, dopamine EC80; in the data active means inhibition above about 30%; further: 0% is about no effect
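Calcium flux kinetic readout in an inducible HEK293 TREx D2 line plated overnight at 30 C. After 180 s compound exposure, an EC80 dopamine challenge follows with another 180 s kinetic read to detect antagonism.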
Vif-A3G inh: inhibitors of Vif-APOBEC3G interaction | Q9HC16 | HeLa A3G-eYFP + Vif (tagged APOBEC3G with the HIV-1 protein that degrades it), YFP fluorescence, overnight | Potency, µM (doses to about 46.1 µM), for inactives: top-dose activity, negative = active, usual class: inhibitors | 0.076% of 410,000 active;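 further: potency means the concentration at half of the fitted maximal effect; on the % scale 0 is the no-effect control and ±100 the full control effect; nearly all actives have a fitted effect of over 60% in size; hits raise eYFP signal because A3G escapes Vif-driven loss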
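HeLa cells stably expressing Vif and C-terminally eYFP-tagged A3G, seeded overnight at 37 deg C, then exposed to compound by pintool overnight at 37 deg C. Rise in yellow fluorescence (Ex 488/Em 500-530, Acumen) marks blocked Vif-driven A3G degradation.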
ERG Ets-DNA blk: inhibitors of human ERG Ets domain-DNA interaction; P11308; fluorescence polarization, His-ERG Ets domain / labelled DNA; Potency, µM (series often up to 76.9 µM), for the others: top-dose FP activity, negative = inhibition, most hits filed as inhibitors; 0.028% of 370,000 active; active means well fitted inhibition curve with a large enough effect in the polarisation, with a control signal flat; inconclusive means small, poorly fitted or top-dose-only effect, or effect the other way, or a change in a side signal; inactive means no such curve, though single readings can be large or run the other way; the % refers to the polarisation;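 further: polarization taken with two DNA probes labelled with fluorescein and Texas red; potency means the concentration at half of the fitted maximal effect; % of control where 0% means no effect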
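His-tagged ERG Ets domain (1 uM in the protein solution; 300mM KCl, 50mM Tris-HCl, 1mM EDTA, 1mM DTT, pH 7.5) received compound, then a probe mix of 5 nM fluorescein-DNA and 100nM Texas-615-DNA. Fluorescence polarization was read for both dyes.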
12-LOX inh: ALOX12 (human) lipoxygenase inhibition; 1.1% of 580,000 active; purified 12hLO, xylenol orange hydroperoxide absorbance; Potency, µM (doses to about 108 µM), without a hit: at the highest dose activity change, negative = inhibition, hits mostly inhibitors; AID 1671190; further: potency means the concentration at half of the fitted maximal effect; on the % scale 0 is the no-effect control and ±100 the full control effect
Target sequence (P18054 whole entry, looked up): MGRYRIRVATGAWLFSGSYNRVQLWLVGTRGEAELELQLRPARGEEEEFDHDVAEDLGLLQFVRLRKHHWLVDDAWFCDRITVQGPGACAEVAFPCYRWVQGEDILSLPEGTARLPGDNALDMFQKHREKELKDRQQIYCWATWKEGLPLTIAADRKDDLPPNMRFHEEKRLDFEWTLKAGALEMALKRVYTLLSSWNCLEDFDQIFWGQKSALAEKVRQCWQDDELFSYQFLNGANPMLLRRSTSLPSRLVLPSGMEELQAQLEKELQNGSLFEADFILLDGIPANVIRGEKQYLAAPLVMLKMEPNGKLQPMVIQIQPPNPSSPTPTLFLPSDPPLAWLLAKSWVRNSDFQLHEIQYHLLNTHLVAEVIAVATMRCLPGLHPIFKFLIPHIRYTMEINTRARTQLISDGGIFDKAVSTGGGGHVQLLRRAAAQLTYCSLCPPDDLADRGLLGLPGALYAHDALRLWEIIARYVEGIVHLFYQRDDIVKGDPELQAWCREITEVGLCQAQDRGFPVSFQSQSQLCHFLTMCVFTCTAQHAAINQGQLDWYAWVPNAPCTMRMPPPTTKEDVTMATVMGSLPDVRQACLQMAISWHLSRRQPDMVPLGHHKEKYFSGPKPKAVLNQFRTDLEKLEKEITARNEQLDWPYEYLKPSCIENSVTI
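Purified human 12hLO at 150 nM in 25 mM Hepes, 0.01% Triton X-100, pH 7.0, preincubated 15 min at room temperature with compound. Reaction started with 40 uM arachidonic acid, 30 min at room temperature. Hydroperoxide measured by Fe-xylenol orange, 573/405 nm absorbance ratio.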
RGS4 inh: blocks human RGS4-accelerated GTP hydrolysis; Transcreener GDP fluorescence polarization, RGS4-accelerated GTP hydrolysis; Potency, µM (series often up to 114 µM), for the others: at the highest dose activity change, negative = inhibition, most hits filed as inhibitors; 0.039% of 390,000 active; AID 504845; P49798; further: potency means the concentration at half of the fitted maximal effect; on the % scale 0 is the no-effect control and ±100 the full control effect; nearly all actives have a fitted effect of over 75% in size; some results filed as inactive show a strong effect at the top dose
Target sequence (P49798 whole entry, looked up): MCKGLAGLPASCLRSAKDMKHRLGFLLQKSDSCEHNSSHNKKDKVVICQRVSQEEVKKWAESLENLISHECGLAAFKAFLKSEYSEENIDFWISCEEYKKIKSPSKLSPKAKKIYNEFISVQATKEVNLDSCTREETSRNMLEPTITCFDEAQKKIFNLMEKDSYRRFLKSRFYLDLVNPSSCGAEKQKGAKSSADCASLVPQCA
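MLSMR compounds (23 nl, pin-transferred) preincubated 10 min at room temperature with a 500nM (2x) first reagent, then RGS4 at 900nM (2x) plus Transcreener GDP mix added; fluorescence polarization (620/688 nm) read before and after 90 min at 30 °C.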
Glioma ERSR ind: inducers of ER stress response in human glioma cells. U87-MG GRP78 promoter luciferase reporter, 16 h. Potency, µM, inactives show at the top dose activation, hits mostly activators. 0.02% of 420,000 active; further: potency means the concentration at half of the fitted maximal effect; series mostly up to about 76 µM; % of control where 0% means no effect; nearly all actives have a fitted effect of over 35% in size
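Stably transfected U87-MG glioma cells carrying a GRP78-based luciferase sensor; 16 h compound incubation. Luminescence end-point read 10 min after Bright-Glo addition at room temperature.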
An asterisk follows results filed as active; ? = inconclusive; . = no result given; & = joins results of further samples; [ ] = dose if it differs, or a comment. Unless noted, the call rests on the fitted dose curve; in most records, active means well fitted curve in the direction sought with a large enough effect; inconclusive means small, poorly fitted or top-dose-only effect, or another doubt; inactive means no such curve, though single readings can be large; an effect the other way counts as inactive or inconclusive. The list is partial; count on the stated rates, not on these rows.

The opening 7 records, to show the layout:
Order of results: RGS4 inh, LDHA block, D2 agonist, Glioma ERSR ind, 12-LOX inh, Vif-A3F inh, D2 antag, ERG Ets-DNA blk, Vif-A3G inh
- CC(=O)Nc1ccc(S(=O)(=O)N2CCSC2c2ccccc2Cl)cc1 (configuration not stated)
 : -25%, -3, -2.3, -3%, 44%[activator], -3%, 10, -4%, -14%
- Cc1ccc(CC(=O)N/N=C/c2ccc(OC(=O)c3ccc([N+](=O)[O-])cc3)cc2)cc1
 : 4%, -3, 0.5, 0%, -23%, -3%, 2, -3%, 0%
- Cc1cc(S(=O)(=O)N2CCCC2)ccc1OCC(=O)Nc1ccccc1
 : 40%, -11, 0.0, 0%, 230%[activator], -4%, -21, 10%, 0%
- CCn1c(SCC(=O)Nc2ccc3c(c2)OCCO3)nc2c(c1=O)SC(C)C2 (configuration not stated)
 : 7%, -3, 1.1, 0%, 1%, 2%, 7, -15%, -1%
- CC1CCN(C(=O)Cn2cc(SCC(=O)Nc3ccccc3)c3ccccc32)CC1
 : -17%, -3, -0.1, -4%, -4%, 0%, ., -1%, 1%
- COc1cc(OC)c(OC)cc1C=Cc1ccc2ccccc2n1
 : ., -1, ., 1%, ?, -2%, ., ., ?
- COc1ccccc1N1CCN(c2ncnc3c2cnn3C)CC1
 : 9%, -1, -0.4, 1%, -6%, -4%, ., 4%, 1%

The list itself (from the top)
Order of results: RGS4 inh, LDHA block, D2 agonist, Glioma ERSR ind, 12-LOX inh, Vif-A3F inh, D2 antag, ERG Ets-DNA blk, Vif-A3G inh
- CC(=O)Nc1ccc(S(=O)(=O)N2CCSC2c2ccccc2Cl)cc1 (configuration not stated)
 : -25%, -3, -2.3, -3%, 44%[activator], -3%, 10, -4%, -14%
- Cc1ccc(CC(=O)N/N=C/c2ccc(OC(=O)c3ccc([N+](=O)[O-])cc3)cc2)cc1
 : 4%, -3, 0.5, 0%, -23%, -3%, 2, -3%, 0%
- Cc1cc(S(=O)(=O)N2CCCC2)ccc1OCC(=O)Nc1ccccc1
 : 40%, -11, 0.0, 0%, 230%[activator], -4%, -21, 10%, 0%
- CCn1c(SCC(=O)Nc2ccc3c(c2)OCCO3)nc2c(c1=O)SC(C)C2 (configuration not stated)
 : 7%, -3, 1.1, 0%, 1%, 2%, 7, -15%, -1%
- CC1CCN(C(=O)Cn2cc(SCC(=O)Nc3ccccc3)c3ccccc32)CC1
 : -17%, -3, -0.1, -4%, -4%, 0%, ., -1%, 1%
- COc1cc(OC)c(OC)cc1C=Cc1ccc2ccccc2n1
 : ., -1, ., 1%, ?, -2%, ., ., ?
- COc1ccccc1N1CCN(c2ncnc3c2cnn3C)CC1
 : 9%, -1, -0.4, 1%, -6%, -4%, ., 4%, 1%
- O=C(O)CC1COc2ccccc2N1S(=O)(=O)c1ccc(Br)cc1 (configuration not stated)
 : -13%, -1, -2.3, -2%, 10%, -2%, 3, 8%, 0%
- CC(C)(C)N=C1SCC(C)(/C=N/O)S1 (configuration not stated)
 : -21%, -8, -0.4, -2%, 0%, -6%, 7, 1%, -1%
- O=C1CCNc2c(Cl)cccc21
 : 2%, -2, 0.3, -5%, ?, -10%, -6, 16%, -3%
- COc1ccc(C(=O)NCC(c2ccco2)S(=O)(=O)c2ccccc2)cc1 (configuration not stated)
 : 2%, 1, -1.1, -1%, -14%, -2%, ., -2%, 3%
- CCCc1c(C(=O)OCC)sc(N)c1C#N
 : -43%, -8, -0.1, -1%, -6%, -4%, 7, 1%, 0%
- Nc1nc2cc(S(=O)(=O)NC3=NCCCCC3)ccc2s1
 : -37%, -4, 0.3, -3%, 15%, -26%, -15, -4%, 0%
- O=C(Cc1ccccn1)c1ccc(F)cc1
 : 0%, -5, -0.4, 13%, -17%, 0%, -2, 1%, 4%
- CCc1cccc(Nc2cc(C)nc3nc(C)nn23)c1
 : -4%, 5, -0.5, -4%, 450%[activator], 2%, -14, -3%, -1%
- O=C(CN1C(=O)C(=O)N(C2CCCC2)C1=O)Nc1ccc(OC(F)F)cc1
 : -3%, -1, 2.1, -5%, ?, 1%, 0, 9%, -12%
- CC1CCCCN1C(=O)c1cc(Cl)ccc1[N+](=O)[O-] (configuration not stated)
 : 12%, -4, 0.5, -1%, -8%, -14%, -10, -11%, 0%
- COc1ccc(N2CCOCC2)c(NC(=O)c2ccc(Br)o2)c1
 : 1%, -3, -1.1, -6%, 2%, 4%, -10, 0%, 1%
- CCOC(=O)c1c(NC(=O)COC(=O)CC(NC(C)=O)c2ccccc2)sc(C(=O)NC)c1C (configuration not stated)
 : 5%, -1, -0.8, -3%, 2%, -6%, -13, ., -4%
- O=[N+]([O-])c1ccc(Cl)c(CN2CCC(O)CC2)c1
 : -7%, -16, -1.2, -5%, -12%, 0%, -5, -9%, 3%
- CCN(CC)CCN(C(=O)c1ccc2c(c1)OCCO2)c1nc2cc(C)cc(C)c2s1
 : -1%, 0, -0.3, -3%, ?, ?, -14, 5%, -1%
- CCCCN1C(N)=NC[C@@H]1CC1CCCCC1
 : -8%, 3, ., -4%, -2%, -1%, ., ?, 4%
- CCOC(=O)Cc1csc(NC(=S)NC(=O)c2ccc(C)cc2)n1
 : -3%, 2, 2.4, -14%, -22%, ?, 9, -7%, -1%
- COc1ccc(C(CNS(=O)(=O)c2ccc(NC(C)=O)c(OC)c2)N2CCCCC2)cc1 (configuration not stated)
 : 0%, 1, ., -1%, ?, 6%, ., 5%, 0%
- Cc1ccc(-c2nnn(C(C)C(=O)N3c4ccccc4CCc4ccccc43)n2)cc1 (configuration not stated)
 : -14%, 0, 0.6, 3%, 15%, -1%, 6, 1%, 0%
- CCOc1ccc(C(=O)N[C@H](C(=O)Nc2ccccc2OC)C(C)C)cc1
 : 2%, -5, -0.9, -2%, 15%, 16%, 23, -8%, -3%
- Cc1noc(C(=O)NCC2CCCO2)c1Cl (configuration not stated)
 : 0%, -9, 0.9, -1%, 6%, 1%, -8, -2%, 1%
- O=C(Nc1nccs1)C1CCN(S(=O)(=O)c2cnc[nH]2)CC1
 : 14%, -2, -0.2, -5%, -9%, 1%, 11, 1%, 0%
- Cc1nc(N2CCCCC2)c2c(C)c(C(=O)Nc3ccc4c(c3)OCCO4)sc2n1
 : 3%, -3, 0.9, -6%, -5%, -1%, 10, 14%, 1%
- COc1ccc(CCNC(=O)c2cccnc2Cl)cc1OC
 : -2%, 1, ., -1%, 0%, 8%, ., 0%, 7%
- Cc1cccc(C(=O)NCC(=O)OCc2cc(=O)n3nc(CC(C)C)sc3n2)c1
 : -21%, 3, -0.7, 0%, -13%, 10%, ., -4%, -3%
- O=C(CNC(=O)c1ccc(Br)o1)NCC1CCCO1 (configuration not stated)
 : 15%, -12, 0.3, 1%, -13%, 0%, 3, 1%, 0%
- O=c1cc(-c2ccccc2)nc(SCCOc2ccccc2Cl)[nH]1
 : -5%[56.9 µM], 1, -1.3, 1%, 8%, -6%, 8, -2%, 12%
- Cn1c2c(c(=O)n(C)c1=O)CN(CCc1ccccc1)CN2
 : 12%[11.4 µM], -2, 3.5, -1%, 22%, 2%, -17, 0%, -1%
- CCc1c(C(=O)NNC(=S)NC2CCCCC2)csc1C
 : -14%, -8, -0.4, 2%, ?, 18%, -1, 2%, -6%
- COc1ccc(N(Cc2cc3cccc(C)c3[nH]c2=O)S(C)(=O)=O)cc1
 : -5%, -3&-4, 1.5, -4%, ?, 0%, -26, -4%, -2%
- CCn1nc(C(=O)Nc2ccc(S(=O)(=O)Nc3ncccn3)cc2)c2ccccc2c1=O
 : -6%, 0, 1.5, 2%, -4%, 13%, -22, 48%[activator], -3%
- COc1ccc(NC(=O)c2ccc(-c3ccccc3C(F)(F)F)o2)cc1
 : -6%, 0, 0.2, 3%, -20%, 1%, 49*, -5%, 6%
- COc1ccc(-c2cc(C(=O)NCc3ccc(F)cc3)no2)cc1
 : -17%, 2, 0.0, -2%, -23%, -2%, ., 19%, -3%
- CCCC(=O)Nc1nnc(S(=O)(=O)N(CC(C)C)c2ccccc2)s1
 : 3%, -5, -1.8, -2%, 5%, 3%, -4, 4%, 1%
- Cc1c(NC(=O)c2cccc(NS(C)(=O)=O)c2)c(=O)n(-c2ccccc2)n1C
 : 3%[11.4 µM], -4, 0.0, -8%, 6%, -1%, 11, -8%, 5%
- CN(C)S(=O)(=O)c1cccc(NC(=O)c2cc(=O)[nH]c(=O)[nH]2)c1
 : 2%, -2, 0.7, -6%, 11%, -15%, 7, -1%, 2%
- O=C1c2ccccc2C(=O)N1CC1=CCS(=O)(=O)C1
 : 3%, -4, -0.5, -1%, 10%, 3%, 6, -8%, -1%
- CCCNC(=O)C1(C)CCCN(C(=O)COc2ccc(Cl)cc2Cl)C1 (configuration not stated)
 : ., -1, ., -1%, 4%, ., ., ., 1%

Screens from PubChem BioAssay.
